# TAAR1 ag – human TAAR1 agonism; Q96RJ0; CHO RD-HGA16 TAAR1, Fluo-8 calcium fluorescence; vehicle wells 0%, saturating PEA agonist 100%; activation, % at 3 µM; 360,000 compounds, 0.99% hits; AID 624467;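 active means activation above the mean activation of all test compounds in the run plus 3 SD, cut at about 38% in these data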
#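 Signal – calcium-sensitive Fluo-8 signal, excitation 470-495, emission 515-575 nm · System – RD-HGA16 (CHO) cells co-expressing Gα16 and hTAAR1 · Incubation – 17-24 h seeding, 75 min 37 °C dye, 30 min RT · Compound dosing – 3 µM single concentration · Repeats – no replicates (n 1)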
# M5 antag – antagonists of human muscarinic M5 receptor (CHRM5). P08912. CHO-hM5 cells, Fluo-8 calcium fluorescence, ACh EC80. inhibition, % at 3 µM. 360,000 compounds, 0.59% hits. AID 624040;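 active means inhibition above a per-plate cutoff, the mean of that plate's test compounds plus 3 SD, cut at about 27% in these data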;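 further: 0% = acetylcholine EC80 with DMSO and 100% = DMSO without agonist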
# Target sequence (P08912 whole entry, looked up): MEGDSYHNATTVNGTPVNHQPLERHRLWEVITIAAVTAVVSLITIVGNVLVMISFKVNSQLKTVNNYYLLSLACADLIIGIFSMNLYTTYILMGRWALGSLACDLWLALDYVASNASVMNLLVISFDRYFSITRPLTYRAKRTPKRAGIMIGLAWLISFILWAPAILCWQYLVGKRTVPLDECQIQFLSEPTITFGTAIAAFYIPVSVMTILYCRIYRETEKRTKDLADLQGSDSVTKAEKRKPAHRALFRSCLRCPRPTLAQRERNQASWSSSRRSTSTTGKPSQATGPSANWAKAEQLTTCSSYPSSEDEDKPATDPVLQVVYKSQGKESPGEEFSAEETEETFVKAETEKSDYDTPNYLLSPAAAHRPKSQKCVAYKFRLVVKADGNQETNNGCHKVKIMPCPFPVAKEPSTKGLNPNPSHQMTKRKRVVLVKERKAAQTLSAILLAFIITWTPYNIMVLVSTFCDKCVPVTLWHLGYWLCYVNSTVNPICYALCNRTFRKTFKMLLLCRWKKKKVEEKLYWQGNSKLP
# M1 PAM parental – M1 PAM counterscreen hit in parental CHO-K1 cells; AID 602247; activation, % at 3 µM; 360,000 compounds, 0.02% hits; ATP EC20, Fluo-8 calcium fluorescence; 0% at ATP EC20, 100% at ATP max;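 active means activation above the run cutoff, the mean activation of all test compounds plus 3 SD, cut at about 40% in these data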;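 further: peak over basal fluorescence ratio in a 140 s read after ATP addition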
# CHRM5 agonist – CHRM5 agonism in calcium assay | P08912 | CHO-K1 hM5 cells, Fluo-8 calcium fluorescence; 0% DMSO wells, 100% maximal acetylcholine response | 360,000 compounds, 0.19% hits | activation, % at 3 µM;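 active means activation above the run's mean over test compounds plus 3 SD, cut at about 23% in these data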;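 further: signal is peak over basal fluorescence ratio across the kinetic read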
# CRFBP-R2 agonist – agonists of human CRF-binding protein/CRF-R2 receptor complex | activation, % at 13.2 µM | 350,000 compounds, 0.46% hits | HEK293 CRF-R2/CRF-BP, calcium dye fluorescence (FLIPR); percent of saturating CRF peptide response;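 active means activation of at least 50%, plus an integration ratio under a set limit after plate pattern correction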;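 further: plate controls were neutral control wells without compound for no effect and CRF at EC100 for full effect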
# CHRM5 PAM – positive allosteric modulators of human muscarinic M5 receptor; P08912; CHO-K1 hM5, Fluo-8 calcium, ACh EC20 PAM; 0% = ACh EC20, 100% = ACh EC100; activation, % at 3 µM; 360,000 compounds, 0.3% hits;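 active means activation above the run cutoff, the mean activation of all test compounds plus 3 SD, cut at about 18% in these data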
#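 System: CHO-K1 hM5 cells. Reagent: acetylcholine, EC20 level. Compound dosing: single dose, 3 µM nominal final test concentration. Timing: Post-acetylcholine fluorescence recording 140 s. Detection: Fluo-8 calcium fluorescence. Read-out: % activation, ACh-normalized. Benchmarks: ACh EC20 and EC100 wells. Repeats: singlicate, one well per test compound.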
# CHRM4 PAM – potentiates acetylcholine response at human M4 receptor; CHO-K1 hM4/Gqi5, Fluo-8 calcium fluorescence, ACh EC20; 0% = ACh EC20, 100% = maximal ACh; activation, % at 3 µM; AID 624126; 360,000 compounds, 0.4% hits;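 active means activation above its plate's cutoff, the mean activation of sample wells plus 3 SD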; further: some results filed as inactive read as strong as hits
# Target sequence (P08173 whole entry, looked up): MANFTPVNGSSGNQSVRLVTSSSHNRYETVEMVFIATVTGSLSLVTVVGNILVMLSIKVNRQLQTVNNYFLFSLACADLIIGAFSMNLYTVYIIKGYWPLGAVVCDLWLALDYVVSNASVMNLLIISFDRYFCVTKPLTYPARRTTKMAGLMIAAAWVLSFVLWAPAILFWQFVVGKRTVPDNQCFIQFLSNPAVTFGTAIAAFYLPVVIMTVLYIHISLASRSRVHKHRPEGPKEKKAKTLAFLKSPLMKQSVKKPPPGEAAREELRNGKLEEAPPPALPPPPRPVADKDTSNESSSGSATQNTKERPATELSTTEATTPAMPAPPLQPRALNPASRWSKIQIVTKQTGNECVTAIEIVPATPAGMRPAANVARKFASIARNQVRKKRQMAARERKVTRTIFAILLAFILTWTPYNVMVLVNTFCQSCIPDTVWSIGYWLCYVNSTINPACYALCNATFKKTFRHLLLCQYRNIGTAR
# TAAR1 antagonist – human TAAR1 antagonism; Q96RJ0; CHO RD-HGA16 TAAR1, Fluo-8 calcium fluorescence, antagonist; inhibition, % at 3 µM; 360,000 compounds, 1.5% hits; AID 624466;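 active means inhibition above a per-plate cutoff, the mean inhibition of test compounds on that plate plus 3 SD, cut at about 49% in these data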;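 further: 0% = DMSO plus EC80 beta-PEA response and 100% = DMSO alone without agonist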
#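 Assay system: RD-HGA16 CHO cells with stable hTAAR1 and Gα16 / Reagent: EC80 β-phenethylamine stimulus / Doses: 3 µM, single point / Timing: dye loading 75 min at 37 °C, then 30 min room temperature / Measured by: Fluo-8 intracellular calcium dye fluorescence, real-time kinetic reads / Controls: vehicle wells and EC80 agonist wells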
# CRFR2-BP antag – antagonists of CRF-binding protein/CRF-R2 receptor complex | HEK293 CRF-R2/CRF-BP, CRF-induced calcium fluorescence | inhibition, % at 11.8 µM | 350,000 compounds, 0.59% hits;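 active means inhibition of the ligand-induced calcium signal above about 50% at the single tested concentration, limit read from the data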
# An asterisk follows results filed as active; x = no result given.
SMILES,TAAR1 ag,M5 antag,M1 PAM parental,CHRM5 agonist,CRFBP-R2 agonist,CHRM5 PAM,CHRM4 PAM,TAAR1 antagonist,CRFR2-BP antag
Cc1cc(C)n(CCC(=O)N2CCN(S(=O)(=O)c3ccc(C)c(C)c3)CC2)n1,-5,19,-1,-3,-0.4,-6,9,9,3
CC(C)N1C(=O)c2ccc(C(=O)O)cc2C1=O,4,8,19,-3,-0.9,6,9,-17,-17
Cc1cc(=O)n(CCCc2ccccc2)[nH]1,3,-1,-2,-3,4.1,3,10,1,2
O=C(O)CC1NC(=S)N(Cc2ccccc2)C1=O (stereo not drawn),0,-6,3,1,-1.0,-2,6,-4,2
CN(C(=O)CSc1nc(-c2ccccc2)cs1)C1CCS(=O)(=O)C1 (stereo not drawn),9,-3,24,-4,-2.6,-4,-1,-10,1
CCOC(=O)c1ccc(NC(=O)C2COc3ccccc3O2)cc1 (stereo not drawn),2,8,5,-7,-4.2,3,-4,9,3
COc1ccc2c(CCNC(N)=S)c[nH]c2c1,0,10,7,-1,1.3,-3,-6,14,0
CCc1n(CC(O)COCc2ccccc2)c2ccccc2[n+]1C (stereo not drawn),5,4,9,-2,-0.1,7,-8,-4,9
Cc1cccc(C)c1NC(=O)CNC(=O)c1ccc2c(c1)OCCO2,1,-9,17,2,4.7,4,17,-3,-7
CN(CC1CCCO1)S(=O)(=O)c1ccc(C(=O)Nc2nccs2)cc1 (stereo not drawn),-1,12,9,2,3.2,2,7,-13,-13
O=C(CN1C(=O)C2CCCCC2C1=O)Nc1cccc([N+](=O)[O-])c1 (stereo not drawn),1,3,-3,3,0.6,1,-2,-6,-4
N#CCOc1ccccc1/C=C/c1nc2ccccc2c(=O)[nH]1,1,3,11,-1,-2.0,3,1,15,-3
O=C(c1ccco1)N1CCN(S(=O)(=O)c2ccc3c(c2)CCN3C(=O)C2CC2)CC1,16,-4,26,-8,-2.4,1,7,-15,-12
CCOC(=O)C1Oc2ccccc2C(c2ccc(F)cc2)=C1C(=O)OC (stereo not drawn),7,-12,19,-2,0.1,4,1,-37,-6
C[C@@H](c1ccccc1)N1C[C@@H](COCc2ccccc2)Oc2cc(N3CC[C@H](N(C)C)C3)ccc2S1(=O)=O,5,2,-7,5,x,-7,1,-1,x
O=C(Nc1ccc(N2CCN(C(=O)C3CC3)CC2)cc1)c1cccs1,1,4,-3,1,0.7,-6,-6,16,19
CCCCCCN1C(=O)C(O)=C(C(C)=O)C1c1ccccc1[N+](=O)[O-] (stereo not drawn),2,6,9,-2,-0.6,-3,4,0,0
Cc1ccc(O)c(-c2cc(C(F)(F)F)[nH]n2)c1,7,-1,17,-2,-0.3,-3,0,-4,33
Cc1ccc(NC(=O)Cn2nnc(C(=O)NCc3ccco3)c2N)cc1,6,2,4,0,-1.0,-4,9,0,-1
CCOc1ccccc1Nc1nnc(SCC(=O)N(C)C2CCS(=O)(=O)C2)s1 (stereo not drawn),0,9,7,-1,-0.6,-3,0,-14,-4
CN(Cc1ccccc1)C(=O)C(C(=O)c1ccc(F)cc1)n1cc(Cl)ccc1=O (stereo not drawn),10,9,13,0,-3.5,-10,2,0,-29
Cc1c(CC(=O)N2CCN(C(=O)C3COc4ccccc4O3)CC2)c(=O)oc2cc(O)cc(O)c12 (stereo not drawn),-1,-7,-8,-2,4.1,6,2,-2,8
Cc1ccc(C2=NS(=O)(=O)N(C)C(C(=O)Nc3cc(C)n(CC(=O)N4CCC(C)CC4)n3)=C2)cc1,-1,1,-5,-5,-0.8,-2,-6,13,-7
CC(OC(=O)/C=C/c1cccc(C(F)(F)F)c1)C(=O)NC1CCCCC1C (stereo not drawn),1,4,9,2,0.4,1,0,-14,0
Cc1ccc(NC(=O)CN2CCN(Cc3ccccc3)CC2)cc1F,9,6,1,-3,0.5,0,-2,-25,-7
O=c1oc(-c2ccco2)nc2c1cnn2-c1ccccc1,2,-2,13,-3,-2.3,1,15,13,25
CCc1ccc(NC(=O)NCC2CCN(Cc3cccc(Cl)c3)CC2)cc1,17,5,0,-1,3.7,-4,-2,0,-14
O=C(CSC(=S)N1CCSCC1)c1ccc(Cl)cc1,1,-4,14,-1,2.9,1,5,-9,-30
COc1cc(OC)c(/C=N/n2c(C)nnc2C)c(OC)c1,0,5,14,1,0.8,3,-2,-19,-7
Cc1c(Cl)c([N+](=O)[O-])nn1CC(=O)NCc1ccco1,4,-2,18,-3,-0.5,-1,16,-4,6

# Complete entries from above:
# `Cc1ccc(C2=NS(=O)(=O)N(C)C(C(=O)Nc3cc(C)n(CC(=O)N4CCC(C)CC4)n3)=C2)cc1` reads TAAR1 ag = -1; M5 antag = 1; M1 PAM parental = -5; CHRM5 agonist = -5; CRFBP-R2 agonist = -0.8; CHRM5 PAM = -2; CHRM4 PAM = -6; TAAR1 antagonist = 13; CRFR2-BP antag = -7
# `O=C(Nc1ccc(N2CCN(C(=O)C3CC3)CC2)cc1)c1cccs1` reads TAAR1 ag = 1; M5 antag = 4; M1 PAM parental = -3; CHRM5 agonist = 1; CRFBP-R2 agonist = 0.7; CHRM5 PAM = -6; CHRM4 PAM = -6; TAAR1 antagonist = 16; CRFR2-BP antag = 19

# More results.
SMILES,TAAR1 ag,M5 antag,M1 PAM parental,CHRM5 agonist,CRFBP-R2 agonist,CHRM5 PAM,CHRM4 PAM,TAAR1 antagonist,CRFR2-BP antag
CCOc1ccc(NC(=O)c2ccccc2NC(=O)CN(C)CC(=O)Nc2ccc(C)cc2)cc1,5,2,16,-3,-0.4,-8,1,27,2
CCCN1CNC(=S)N(CC2CCCO2)C1 (stereo not drawn),3,9,9,0,0.5,-6,4,-12,14
CCCC(=O)NC(NC1CCS(=O)(=O)C1)C(Cl)(Cl)Cl (stereo not drawn),4,14,-7,-4,-1.1,-7,3,0,3
C=CCOC(=O)C1=C[C@H](c2ccc(Br)cc2)C[C@H](OCCCCO)O1,9,14,5,2,-1.3,-8,12,-11,5
O=C(Cc1csc(Nc2nc(=S)[nH]c3ccccc23)n1)N1CCN(c2cccc(Cl)c2)CC1,1,4,15,-2,-0.4,9,-6,-24,-4
CN1CCC(OC(=O)c2cccc(Cl)c2)CC1,1,9,8,-17,-1.2,-6,9,-31,0
O=C(NCCCN1CCCCC1)C1CCN(S(=O)(=O)N2CCC3(CC2)OCCO3)CC1,3,12,17,-5,-0.1,-1,2,6,-3
O=C1NC(NS(=O)(=O)c2ccc(Cl)cc2)(C(F)(F)F)C(=O)N1Cc1cccnc1 (stereo not drawn),5,1,5,1,0.5,1,0,-35,-13
Cc1occc1-c1nnc(SCC(=O)NCCc2ccccc2)n1Cc1ccccc1,4,-4,15,-5,-0.9,4,3,11,9
O=C(Nc1ccn(Cc2ccccc2)n1)c1ccc(F)cc1,0,3,18,-2,-1.8,-7,2,-16,-12
COc1ccc(-c2csc3nc(-c4ccccc4OC)oc(=O)c23)cc1,-1,8,10,-3,-0.1,-7,-1,21,-11
CC(Oc1ccccc1F)C(=O)NNC(=O)c1ccc(-n2cncn2)c([N+](=O)[O-])c1 (stereo not drawn),2,6,8,0,2.7,-7,17,1,-7
CC(NC(=O)CCNC(=O)N1CCn2c1nc1ccccc12)c1ccccc1 (stereo not drawn),5,-1,16,-1,-0.1,2,6,-29,-1
Cc1ccc(N(CC(=O)NCC2CCCO2)C(=O)Cn2nnc(-c3cccs3)n2)cc1 (stereo not drawn),3,2,13,-4,-1.0,-7,-2,-8,-1
Cc1nc2ccc(Cl)cn2c1C(=O)NN,10,-14,14,2,0.8,5,1,-4,13
O=C(c1cc2ccccc2cc1O)N1CCCC(C(F)(F)F)C1 (stereo not drawn),0,16,11,-2,-0.9,-3,13,-5,-17
Cc1ccc(NC(=O)N2CCCC(C(=O)O)C2)cc1 (stereo not drawn),6,1,-7,3,-3.7,6,-6,-26,5
NNC(=O)c1oc2nc(-c3ccccc3)cc(-c3ccco3)c2c1N,5,9,21,-1,9.4,-3,-2,33,-3
COc1cccc(S(=O)(=O)N(C)C[C@@H]2Oc3cc(Br)ccc3S(=O)(=O)N([C@@H](C)CO)C[C@@H]2C)c1,11,-2,14,1,5.7,3,-8,6,-7
Cc1ccsc1C(=O)N(C)C1CCS(=O)(=O)C1 (stereo not drawn),1,14,3,2,0.0,-7,7,-16,5
CC(=O)c1ccc(Oc2ccc(C(=O)c3ccc(C)c(C)c3)cc2[N+](=O)[O-])cc1,8,4,2,-2,7.1,-3,2,8,11
CCOc1ccc2nc(COC(=O)c3ccncc3)c(C(=O)c3ccccc3)[n+]([O-])c2c1,15,11,8,-4,-0.5,-7,-6,9,-3
COc1ccc(-c2cn(-c3cccc(C)c3)c(=O)[nH]2)cc1OC,3,2,9,3,-3.4,3,-4,-6,37
CC(=O)c1cccc(NC(=O)Cn2cc3c(n2)CCCC3)c1,2,2,23,1,1.4,-2,-1,4,-1
COC(=O)C1=CN(c2cccc(C(F)(F)F)c2)C=C(C(=O)OC)C1c1ccc(O)c(OC)c1,-3,4,-8,-2,-4.5,-1,-1,-9,1
COCCN(C)C(=O)CC1C(=O)NCCN1CC(c1ccccc1)c1ccccc1 (stereo not drawn),16,0,14,-3,0.4,-1,0,5,15
N#Cc1c(-c2ccc(Cl)cc2)c(C#N)c(=O)n(N)c1N,7,13,12,-3,-1.0,-6,-1,3,31
COc1cc(OC)nc(Nc2nc(CN)cs2)n1,0,4,0,-1,x,-1,2,0,x
CC(C)(O)CNC(=O)C(Cc1ccccc1)N1C(=O)c2ccccc2C1=O (stereo not drawn),4,4,3,0,2.1,-5,-2,-26,-6
COc1ccccc1C(=O)NNC(=O)c1ccc(NC(=O)C(C)C)cc1,0,4,28,1,-1.1,-1,-1,-7,5
O=C1Nc2ccccc2OC1CC(=O)N1CCN(c2cccc(C(F)(F)F)c2)CC1 (stereo not drawn),9,4,-6,3,-0.5,-4,1,-2,-20
O=C(C#Cc1ccccc1)Nc1ccc(F)cc1,6,9,8,-2,0.1,4,0,13,6
Cc1cc(C)n(C(=O)c2ccc([N+](=O)[O-])c(Cl)c2)n1,-1,-4,20,-3,-2.1,5,-1,8,17
CCn1c(O)c(C2=c3ccccc3=NC2=O)c2cc(Br)ccc21,14,x,x,x,1.0,x,x,3,-20
O=C(c1cccc(-n2cccc2)c1)N1CCN(S(=O)(=O)c2c(F)cccc2F)CC1,6,6,-2,-1,0.8,-7,-10,-22,-14
O=[N+]([O-])c1cccc(/C=N/n2c(COc3ccccc3)n[nH]c2=S)c1,1,-2,5,2,-2.5,12,26,9,29

# Some of the entries so far, with two lines to a compound:
# Below each SMILES – TAAR1 ag, M5 antag, M1 PAM parental, CHRM5 agonist, CRFBP-R2 agonist, CHRM5 PAM, CHRM4 PAM, TAAR1 antagonist, CRFR2-BP antag
O=C(C#Cc1ccccc1)Nc1ccc(F)cc1
 : 6, 9, 8, -2, 0.1, 4, 0, 13, 6
Cc1cc(C)n(C(=O)c2ccc([N+](=O)[O-])c(Cl)c2)n1
 : -1, -4, 20, -3, -2.1, 5, -1, 8, 17
